Bioassay records: PubChem, National Center for Advancing Translational Sciences (NCATS)
RXFP1 ag – qHTS Assay for Agonists of the Relaxin Receptor RXFP1 | Potency, µM (top dose mostly 57.5 µM), for the others: at the top dose activation, actives largely listed as activators | hit rate 0.3% among 370,000 | Relaxin receptor 1 (Homo sapiens), Q9HBX9 | HEK293T-RXFP1 cAMP TR-FRET, 30 min; response scale: percent of porcine relaxin response, buffer zero; note: % is set by controls: 0 for no effect and ±100 for the full control effect; nearly all actives have a fitted effect of over 60% in size; many of its hits are not listed in these tables
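HEK293T cells stably expressing RXFP1 were pretreated with the PDE4 inhibitor Ro 20174, exposed to compounds for 30 min at 37C, lysed, and cAMP was read by TR-FRET. Data normalized to buffer (basal) and 29 nM porcine relaxin (100%).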
USP1 inh – Inhibitors of USP1/UAF1: Primary Screen; Ubiquitin carboxyl-terminal hydrolase 1 (Homo sapiens), O94782; recombinant USP1/UAF1, Ub-Rhodamine cleavage fluorescence; Potency, µM (top dose mostly 57.1 µM), for the others: at the top dose activity change, negative = inhibition, most hits filed as inhibitors; hit rate 0.23% among 390,000; note: % is set by controls: 0 for no effect and ±100 for the full control effect; nearly all actives have a fitted effect of over 60% in size; inactives centre near -12
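USP1/UAF1 complex (1 nM) preincubated 15 min at room temperature with compound, then Ub-Rho substrate (150 nM final) added. Kinetic fluorescence at 480/540 nm over 6 reads at 60 s intervals; 50 mM HEPES pH 7.8, 0.5 mM EDTA, 0.1 mg/ml BSA, 1 mM TCEP, 0.01% Tween-20.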
IDH1 R132H inh – qHTS for Inhibitors of mutant isocitrate dehydrogenase 1 (IDH1): qHTS. Isocitrate dehydrogenase [NADP] cytoplasmic (Homo sapiens), O75874. IDH1-R132H enzyme, NADPH consumption, diaphorase/resazurin fluorescence. Potency, µM (series often up to 76.6 µM), inactives show top-dose activity change, negative = inhibition, actives largely listed as inhibitors. hit rate 0.093% among 390,000; note: % is set by controls: 0 for no effect and ±100 for the full control effect; nearly all actives have a fitted effect of over 65% in size
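IDH1-R132H (0.5 ug/mL) preincubated 30 min with compound, then NADPH (0.016 mM) and alpha-KG (2 mM) added; 80 min at RT, pH 7.5. Remaining NADPH coupled via diaphorase/resazurin to fluorescence (540/590 nm); concentration-response curves normalized to no-enzyme control.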
TrxR1 substrate – qHTS Assay for Substrates of Mammalian Selenoprotein Thioredoxin Reductase 1 (TrxR1): qHTS; Thioredoxin reductase 1, cytoplasmic (Rattus norvegicus), O89049; purified TrxR1 substrate turnover, NADPH consumption readout; Potency, µM (doses to about 114 µM), without a hit: at the highest dose activity change, negative = substrate turnover; hit rate 0.01% among 390,000; note: % is set by controls: 0 for no effect and ±100 for the full control effect; nearly all actives have a fitted effect of over 50% in size
Target sequence (O89049 whole entry, looked up): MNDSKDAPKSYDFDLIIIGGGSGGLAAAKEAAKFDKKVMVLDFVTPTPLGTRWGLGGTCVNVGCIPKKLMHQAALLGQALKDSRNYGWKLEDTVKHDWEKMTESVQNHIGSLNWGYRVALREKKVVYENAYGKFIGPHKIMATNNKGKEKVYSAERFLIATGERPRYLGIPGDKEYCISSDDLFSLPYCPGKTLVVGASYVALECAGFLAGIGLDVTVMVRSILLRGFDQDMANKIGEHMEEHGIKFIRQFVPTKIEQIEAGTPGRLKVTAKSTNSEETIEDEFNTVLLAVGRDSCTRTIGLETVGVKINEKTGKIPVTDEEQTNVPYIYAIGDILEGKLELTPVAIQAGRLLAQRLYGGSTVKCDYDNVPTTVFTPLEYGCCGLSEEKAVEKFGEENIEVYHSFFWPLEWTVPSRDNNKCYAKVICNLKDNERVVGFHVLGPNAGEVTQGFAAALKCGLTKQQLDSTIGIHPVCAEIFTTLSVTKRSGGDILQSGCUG
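Rat TrxR1, dispensed at 90 nM, was prereduced with 400 uM NADPH (final) for 5 min at ~22 deg C, then incubated with compound 15 min before 400 uM selenite. A first-read NADPH fluorescence drop versus no-compound background flagged substrates.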
Vif-APOBEC3F blk – qHTS for Inhibitors of Vif-A3F Interactions: qHTS; HeLa A3F-eYFP + Vif (tagged APOBEC3F with the HIV-1 protein that degrades it), YFP fluorescence increase; Potency, µM (doses to about 46.1 µM), without a hit: at the highest dose activity, negative = active; hit rate 0.2% among 390,000; AID 602313, 2012; note: % of control where 0% means no effect; nearly all actives have a fitted effect of over 65% in size
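HeLa cells stably expressing Vif plus C-terminally eYFP-tagged A3F were seeded, incubated overnight at 37 deg C, dosed with compound, incubated overnight again at 37 deg C. Yellow fluorescence (Ex 488/Em 500-530) reported blocked Vif-mediated A3F-eYFP degradation.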
12-LOX inh – Primary qHTS assay for inhibitors of human arachidonate 12S-lipoxygenase (ALOX12): Round 2 | Potency, µM (series often up to 108 µM), inactives show at the top dose activity change, negative = inhibition, hits mostly inhibitors | purified 12hLO, xylenol orange hydroperoxide absorbance | hit rate 1.1% among 580,000 | Polyunsaturated fatty acid lipoxygenase ALOX12 (Homo sapiens), P18054; note: % is set by controls: 0 for no effect and ±100 for the full control effect
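Hydroperoxide product was detected by ferrous iron/xylenol orange as the 573 to 405 nm absorbance ratio. Arachidonic acid at 40 uM (final) was turned over for 30 min at room temperature by 150 nM human 12hLO, pH 7.0 Hepes buffer, after 15 min compound preincubation.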
RGS4 inhibitor – Inhibitors of Regulator of G Protein Signaling (RGS) 4: qHTS; Regulator of G-protein signaling 4 (Homo sapiens), P49798; Transcreener GDP fluorescence polarization, RGS4-accelerated GTP hydrolysis; Potency, µM (top dose mostly 114 µM), for the others: at the top dose activity change, negative = inhibition, usual class: inhibitors; hit rate 0.039% among 390,000; AID 504845, 2011; note: % is set by controls: 0 for no effect and ±100 for the full control effect; nearly all actives have a fitted effect of over 75% in size; some results filed as inactive show a strong effect at the top dose
Target sequence (P49798 whole entry, looked up): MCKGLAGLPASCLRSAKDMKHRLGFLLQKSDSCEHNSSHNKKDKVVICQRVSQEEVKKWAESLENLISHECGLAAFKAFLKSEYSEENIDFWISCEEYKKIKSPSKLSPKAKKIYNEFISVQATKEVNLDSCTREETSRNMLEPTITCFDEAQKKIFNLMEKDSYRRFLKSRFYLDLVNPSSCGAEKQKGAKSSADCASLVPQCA
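MLSMR compounds (23 nl, pin-transferred) preincubated 10 min at room temperature with a 500nM (2x) first reagent, then RGS4 at 900nM (2x) plus Transcreener GDP mix added; fluorescence polarization (620/688 nm) read before and after 90 min at 30 °C.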
TrxR1 inh – qHTS Assay for Inhibitors of Mammalian Selenoprotein Thioredoxin Reductase 1 (TrxR1): qHTS; recombinant rTrxR1, NADPH fluorescence consumption, selenite substrate; hit rate 1% among 390,000; Potency, µM (series often up to 114 µM), for inactives: at the top dose activity change, negative = inhibition, most hits filed as inhibitors; Thioredoxin reductase 1, cytoplasmic (Rattus norvegicus), O89049; note: % is set by controls: 0 for no effect and ±100 for the full control effect; nearly all actives have a fitted effect of over 65% in size
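Rat TrxR1 (90 nM in the dispensed reagent) was pre-reduced with 400 uM NADPH for 5 min at room temperature, then incubated with compound for 15 min. After 400 uM selenite was added, NADPH fluorescence (Ex 340/Em 450 nm) was followed for 8 min.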
Vif-A3G inh – qHTS for Inhibitors of Vif-A3G Interactions: qHTS | Potency, µM (doses to about 46.1 µM), inactives show top-dose activity, negative = active, most hits filed as inhibitors | hit rate 0.076% among 410,000 | DNA dC->dU-editing enzyme APOBEC-3G (Homo sapiens), Q9HC16 | HeLa A3G-eYFP + Vif (tagged APOBEC3G with the HIV-1 protein that degrades it), YFP fluorescence, overnight | AID 602310, 2012;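 note: % is set by controls: 0 for no effect and ±100 for the full control effect; nearly all actives have a fitted effect of over 60% in size; hits raise eYFP signal because A3G escapes Vif-driven loss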
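HeLa cells stably expressing Vif and C-terminally eYFP-tagged A3G, seeded overnight at 37 deg C, then exposed to compound by pintool overnight at 37 deg C. Rise in yellow fluorescence (Ex 488/Em 500-530, Acumen) marks blocked Vif-driven A3G degradation.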
The depositor's hits bear a star; [ ] = another dose, or the depositor's remark. Calls come from the whole dose curve; as a rule, active = well fitted curve in the direction sought with a large enough effect; inconclusive = small, poorly fitted or top-dose-only effect, or another doubt; inactive = no such curve, though single readings can be large; an effect the other way counts as inactive or inconclusive. Potency is the fitted concentration of half-maximal effect. These rows are one share of the data; rates above refer to the full screens.

Results for CCCCN(C(=O)c1ccc([N+](=O)[O-])s1)c1c(N)n(CC(C)C)c(=O)[nH]c1=O ?
RXFP1 ag: -0.4%; USP1 inh: -7.3%; IDH1 R132H inh: 2.5%; TrxR1 substrate: -0.3%; Vif-APOBEC3F blk: inconclusive; 12-LOX inh: inconclusive; RGS4 inhibitor: 2.3%; TrxR1 inh: 12.3%; Vif-A3G inh: 1.9%

Results for COc1ccc(N2CCN(CCCNC(=O)c3cnn(-c4ccc(F)cc4)c3-n3cccc3)CC2)cc1 ?
RXFP1 ag: 0.0%; USP1 inh: -9.0%; IDH1 R132H inh: -6.3%; TrxR1 substrate: -9.3%; Vif-APOBEC3F blk: 11.6%; 12-LOX inh: inconclusive; RGS4 inhibitor: 17.6%; TrxR1 inh: -12.9%; Vif-A3G inh: -1.4%

What do the screens show for `COc1ccc(-c2ccc(CCC(=O)O)n2-c2cc(OC)ccc2OC)cc1`?
USP1 inh: -14.5%; IDH1 R132H inh: -16.8%; Vif-APOBEC3F blk: -8.6%; 12-LOX inh: -17.9%; Vif-A3G inh: inconclusive

What do the screens show for `FC(F)(F)c1cccc(-c2ccc(/C=N/Nc3nncc(-c4ccccc4)n3)o2)c1`?
RXFP1 ag: 0.4%; USP1 inh: -13.0%; IDH1 R132H inh: -5.7%; TrxR1 substrate: -5.1%[57.1 µM]; Vif-APOBEC3F blk: -8.6%; 12-LOX inh: 361.7%[activator]; RGS4 inhibitor: 4.7%; TrxR1 inh: -1.5%[57.1 µM]; Vif-A3G inh: -2.4%

How did Clc1ccc(-n2nnc(-c3nccs3)n2)cc1Cl do in these assays?
RXFP1 ag: 0.5%; USP1 inh: -28.8%; IDH1 R132H inh: 5.2%; TrxR1 substrate: -1.6%; Vif-APOBEC3F blk: -0.4%; 12-LOX inh: 5.62µM*; RGS4 inhibitor: inconclusive; TrxR1 inh: 20.0%; Vif-A3G inh: 0.1%

How did CCOc1ccc(-n2ccnc2SCC(=O)N2CCCc3ccccc32)cc1 do in these assays?
RXFP1 ag: -2.0%; USP1 inh: -6.9%; IDH1 R132H inh: 2.4%; TrxR1 substrate: -11.9%; Vif-APOBEC3F blk: 2.7%; 12-LOX inh: 1.8%; RGS4 inhibitor: -3.0%; TrxR1 inh: 13.5%[57.1 µM]; Vif-A3G inh: 1.7%

What do the screens show for `CCN(CC)CCC#CC(O)(c1ccccc1)c1ccccc1`?
RXFP1 ag: 1.7%; USP1 inh: -12.7%; IDH1 R132H inh: 2.1%; TrxR1 substrate: -6.1%; Vif-APOBEC3F blk: 5.6%; 12-LOX inh: inconclusive; RGS4 inhibitor: 10.8%; TrxR1 inh: -3.3%; Vif-A3G inh: 2.1%

How did COc1ccc(OCc2nnc3n2N=C(c2ccccc2)C(CC(=O)O)S3)cc1 (stereo not given) do in these assays?
RXFP1 ag: 5.6%; USP1 inh: -11.2%; IDH1 R132H inh: -7.8%; TrxR1 substrate: inconclusive; Vif-APOBEC3F blk: -17.3%; 12-LOX inh: inconclusive; RGS4 inhibitor: inconclusive; TrxR1 inh: inconclusive; Vif-A3G inh: -0.1%

What do the screens show for `COC(=O)C(c1cc(OC)c(O)c(OC)c1)(N1CCNC(C)C1)C(F)(F)F` (stereo not given)?
RXFP1 ag: -0.6%; USP1 inh: -3.8%; IDH1 R132H inh: 10.5%; TrxR1 substrate: -10.9%; Vif-APOBEC3F blk: 6.1%; 12-LOX inh: 0.0%; RGS4 inhibitor: -9.0%; TrxR1 inh: -24.4%; Vif-A3G inh: -0.3%

What do the screens show for `c1ccc2c(c1)OCC(CNCC1COc3ccccc3O1)O2` (stereo not given)?
RXFP1 ag: 0.0%; USP1 inh: -16.8%; IDH1 R132H inh: 2.5%; TrxR1 substrate: -1.2%; Vif-APOBEC3F blk: -24.1%; 12-LOX inh: 15.3%; RGS4 inhibitor: -4.6%; TrxR1 inh: 19.7%; Vif-A3G inh: 0.5%

What do the screens show for `COc1ccccc1-n1cnnc1SCC(=O)Nc1ccccc1`?
RXFP1 ag: -0.9%; USP1 inh: -14.7%; IDH1 R132H inh: 4.0%; TrxR1 substrate: -2.8%; Vif-APOBEC3F blk: -6.5%; 12-LOX inh: 0.1%; RGS4 inhibitor: 10.0%; TrxR1 inh: 5.9%; Vif-A3G inh: -0.1%

What do the screens show for `COC(=O)c1cc(S(=O)(=O)N(Cc2ccccc2)C(C)(C)C)c[nH]1`?
RXFP1 ag: 0.8%; USP1 inh: -10.7%; IDH1 R132H inh: 14.9%; TrxR1 substrate: -4.4%; Vif-APOBEC3F blk: -3.3%; 12-LOX inh: -21.8%; RGS4 inhibitor: 17.7%; TrxR1 inh: 18.9%; Vif-A3G inh: inconclusive

Results for O=C(Cn1cc(C(F)(F)F)ccc1=O)Nc1cccc(S(=O)(=O)N2CCOCC2)c1 ?
RXFP1 ag: -2.1%; USP1 inh: 3.0%; IDH1 R132H inh: 2.5%; TrxR1 substrate: -8.5%; Vif-APOBEC3F blk: -7.7%; 12-LOX inh: -9.7%; RGS4 inhibitor: 9.2%; TrxR1 inh: -15.1%; Vif-A3G inh: -2.0%

Results for COCCNCCCCSc1ccc(Cl)cc1 ?
RXFP1 ag: 1.0%; USP1 inh: -3.1%; IDH1 R132H inh: 0.4%; TrxR1 substrate: 2.3%; Vif-APOBEC3F blk: -4.4%; 12-LOX inh: inconclusive; RGS4 inhibitor: 27.8%; TrxR1 inh: 19.9%; Vif-A3G inh: 1.9%

How did N#C/C(=C\c1c(N(Cc2ccccc2)Cc2ccccc2)nc2ccccn2c1=O)C(N)=O do in these assays?
RXFP1 ag: 1.4%; USP1 inh: -24.4%; IDH1 R132H inh: inconclusive; TrxR1 substrate: -1.0%; Vif-APOBEC3F blk: 10.0%; 12-LOX inh: inconclusive; RGS4 inhibitor: -11.1%; TrxR1 inh: 0.9%; Vif-A3G inh: -0.9%

What do the screens show for `CCOc1ccc(/C=N/NC(=O)C(C)N(c2ccc(OC)cc2)S(C)(=O)=O)cc1` (stereo not given)?
RXFP1 ag: -2.2%; USP1 inh: -3.2%; IDH1 R132H inh: 2.1%; TrxR1 substrate: -4.6%; Vif-APOBEC3F blk: 0.1%; 12-LOX inh: 9.6%; RGS4 inhibitor: 1.3%; TrxR1 inh: 1.2%; Vif-A3G inh: 0.3%

How did Cc1c(C(=O)N2CCN(C(c3ccccc3)c3ccccc3)CC2)oc2ccccc12 do in these assays?
RXFP1 ag: -0.7%; USP1 inh: -12.3%; IDH1 R132H inh: 1.6%; TrxR1 substrate: 2.3%; Vif-APOBEC3F blk: -0.2%; 12-LOX inh: 204.5%[activator]; RGS4 inhibitor: 30.2%; TrxR1 inh: 39.2%[activator]; Vif-A3G inh: -4.0%

Results for CCCOc1cccc(C(=O)N(Cc2sccc2C)C2CCS(=O)(=O)C2)c1 (stereo not given) ?
RXFP1 ag: 0.3%; USP1 inh: -24.7%; TrxR1 substrate: -0.7%; 12-LOX inh: -7.9%; RGS4 inhibitor: -7.6%; TrxR1 inh: 13.1%

What do the screens show for `C=CCSc1nc2sc3c(c2c(=O)n1CC=C)CCc1ccccc1-3`?
RXFP1 ag: -0.5%; USP1 inh: -2.4%; IDH1 R132H inh: 6.4%; TrxR1 substrate: -4.0%; Vif-APOBEC3F blk: 4.7%; 12-LOX inh: -18.4%; RGS4 inhibitor: -25.4%; TrxR1 inh: -9.1%; Vif-A3G inh: 1.9%

How did CC(C)=CCc1cc([C@@H]2COc3c(ccc4c3C=CC(C)(C)O4)C2)c(O)cc1O do in these assays?
USP1 inh: -24.0%; IDH1 R132H inh: -6.4%; TrxR1 substrate: -0.8%; Vif-APOBEC3F blk: 1.3%; 12-LOX inh: inconclusive; RGS4 inhibitor: 1.5%; TrxR1 inh: 6.3%; Vif-A3G inh: -7.3%
